Assay outcomes from PubChem.
phage Ecoli inh = E. coli growth loss with phage present | growth absorbance | inhibition, % at 11.9 µM | actives 0.26% (n = 360,000) | AID 651602; in the data active = inhibition above about 11%
* marks the source's active call; other numbers are inactive results; i = inactive.

SMILES | phage Ecoli inh
CCc1nc2ccc(C(=O)Nc3ccc(OC)c(OC)c3)cn2c1N(C)Cc1ccc(OC)cc1 | 1.7
Fc1ccc(Nc2nc(NCc3ccccc3)nc3ccsc23)cc1 | 1.3
Cc1cccc(C)c1C(O)c1ncc(-c2cccc3ccccc23)[nH]1 (stereo unspecified) | 1.6
Cc1cccc(C(=O)N2CCC(C)(C(=O)NS(=O)(=O)C3CC3)C2)c1C (stereo unspecified) | 0.4
CCN(CC)CCNC(=O)c1ccc(NCN2C(=O)NC(c3ccccc3)(c3ccccc3)C2=O)cc1 | 1.8
Cc1nc2ccc(C(=O)N3c4ccccc4N=C(c4ccc(C(F)(F)F)cc4)C3C(=O)NC(C)(C)C)cc2[nH]1 (stereo unspecified) | 1.3
COc1ccc(-c2cc(NC=O)c3ncc(-c4cccc(C(=O)NCCN(C)C)c4)n3c2)cn1 | 3.2
CCOC(=O)c1c(C)c(C)n2c1NC(=O)C2 | 1.2
CCCCC(=O)N(C)c1c(C)nc2ccc(C(=O)N(CC)CCN(C)C)cn12 | 2.2
Fc1ccc(-c2ccc3nccn3c2)cc1Cl | 2.8
CC(=O)OCC(C)n1c(=O)c2ccccc2n1C(C)=O (stereo unspecified) | 3.1
CCOC(=O)c1ccc(-c2ccc(N3C(c4cccc(OC)c4)=Cc4ccc(F)cc4C3CC(C)=O)cc2)cc1F (stereo unspecified) | 2.3
Cc1ccc(Cc2c(-c3ccco3)nc3ccc(C)cn23)cc1 | 1.5
C[C@H]1NS(=O)(=O)c2cccc(Cl)c2O[C@@H]1c1ccccc1 | 2.5
CC(=O)NC(c1ccccc1)c1nc(-c2cccc(C#N)c2)cs1 (stereo unspecified) | 3.3
CN(C)c1ccc(CNC(=O)C2Cc3c(-c4cccc(C(N)=O)c4)ccnc3O2)cc1 (stereo unspecified) | 3.0
O=C1NC[C@H](CCCCN2CCN(CCc3ccccc3)C(=O)C2=O)N(CC2CCCCC2)C1=O | 4.1
CCOC(=O)C1=C[C@@H](C(C)(C)C)N(S(=O)(=O)c2ccc(C)cc2)[C@H]1c1ccc(C)cc1 | 4.0
CSc1ccc(OC2(C)CCN(Cc3ccc4c(c3)OCCO4)C2)cc1 (stereo unspecified) | 2.9
CC(C)NC(=O)c1ccc2sc([C@H]3C[C@H](O)[C@@H](CO)O3)nc2c1 | 0.1
Cc1ccc(C(=O)Nc2c(-c3ccccc3)[nH][nH]c2=O)cc1 | 1.2
c1cc(-c2cc3c(o2)CCCC3OCCN2CCOCC2)cs1 (stereo unspecified) | 4.0
COc1ccc(C(O)c2nc(-c3cnn(C)c3)cs2)cc1 (stereo unspecified) | 2.9
N#Cc1cccc(C(=O)C(=O)N2CCC(Cc3ccccc3)CC2)c1 | 2.9
CC(=O)Nc1ccc(C(=O)N2CCCCC2c2cc(C(=O)Nc3ccccc3)no2)cc1 (stereo unspecified) | 2.7
O=C(O)c1[nH]c(-c2ccccc2)c2c1C(=O)N(C1CC1)C2=O | 1.9
COC(=O)c1ccc2nc(-c3ccc(C)cc3)c(Cc3cccc(Cl)c3)n2c1 | 1.5
O=C(NCCO)c1cccc(-c2cnc3cccnn23)c1 | 2.8
Cc1cccc(C)c1-n1nnnc1C1(C)CCC(=O)N1CCCn1ccnc1 (stereo unspecified) | 2.2
CC1(C)CC(=O)C=C(c2ccccc2-c2ccc3c(c2)OCO3)C1=O | 1.5
C=CCNc1ncnc2c1ncn2[C@H]1CN(Cc2ccc(F)cc2)C[C@@H](CO)O1 | 1.4
COC(=O)C[C@H]1CC[C@@H](NS(=O)(=O)c2ccc(C)cc2)[C@@H](CO)O1 | 2.5
CC(=O)Nc1cnc(-c2ccccc2O)cn1 | 2.5
Cn1nc(C(C)(C)C)cc1C(=O)N1CCCCC1c1cc(C(=O)Nc2cccc3c2CCCC3)no1 (stereo unspecified) | -0.4
CN1CCCC(C)(C(=O)Nc2ccc(-n3cccc3)cc2)C1 (stereo unspecified) | 0.9
Cn1c(NCCc2ccncc2)nc2cc(-c3cccc(C(F)(F)F)c3)sc2c1=O | 2.2
COc1cc(-c2cc(NC(C)=O)c3ncc(-c4cc(OC)c(OC)c(OC)c4)n3c2)cc(OC)c1OC | 0.5
CC1(C(=O)Nc2ccc3c(c2)OCO3)CCN1Cc1ccccc1OC(F)F (stereo unspecified) | 2.5
COC(=O)[C@]12CCCCC=C1N(CCc1ccc(OC)c(OC)c1)C(=O)[C@H](CC(=O)NCC1CCCCC1)C2 | 0.9
CCOC(=O)C1=CCN(S(=O)(=O)c2ccccc2Cl)C1c1ccc(C)cc1 (stereo unspecified) | 0.6
c1ccc(OCCNc2ccn3nc(-c4ccco4)cc3n2)cc1 | 2.0
CNC[C@@H]1Oc2cc(Br)ccc2S(=O)(=O)N([C@H](C)CO)C[C@@H]1C | 3.3
NC(c1ccc(F)c(F)c1)c1nc(-c2cc(F)cc(F)c2)cs1 (stereo unspecified) | 4.6
CCOC(=O)C1(C)CCCN(C(=O)c2cc(OC)c(OC)c(OC)c2)C1 (stereo unspecified) | 4.1
CC(=O)Nc1cc(-c2cccc(F)c2)cn2c(-c3ccc(F)c(Cl)c3)cnc12 | 3.5
COc1ccc(-c2coc3c(C(=O)N4CCN(C)CC4)cccc23)c(C)c1 | 5.1
CC(C)CNC(=O)C1C(=O)Nc2ccccc2C(=O)N1C1CCCCC1 (stereo unspecified) | 1.7
O=C(Nc1ccc(F)cc1)C(c1cccc(F)c1)N1CCN(Cc2c(F)cccc2Cl)CC1 (stereo unspecified) | -0.6
CC(=O)C1=CCC(c2ccc(C(C)C)cc2)N(S(=O)(=O)c2ccc(C)cc2)C1 (stereo unspecified) | 2.9
CCOC(=O)[C@]12CCC=C1N(Cc1ccccc1)C(=O)[C@H](CC(=O)NCc1ccccc1)C2 | 0.2
Further structures follow:
SMILES | phage Ecoli inh
COCc1[nH]nc2c1C(c1cccc(C(F)(F)F)c1)NC2=O (stereo unspecified) | 3.5
CCCCCc1c(-c2ccc(OC)c(OC)c2)ncn1CCc1ccccc1OC | -1.9
O=C(O)c1ccccc1-c1ccc(C=c2sc3nc4cc(Br)cnc4n3c2=O)o1 | -3.8
CC(=O)Nc1ccc(C(=O)N2CCCCC2c2cc(C(=O)NC(C)C)no2)cc1 (stereo unspecified) | 1.7
CCOc1ccc(CCN2C(=O)C(=O)N([C@@H](Cc3ccc(O)cc3)CN3CCC[C@H]3CN3C(=O)C(=O)NC[C@@H]3CC(C)C)C[C@@H]2Cc2ccccc2)cc1 | 2.5
CN(C)C(=O)CNc1ccn2nc(-c3cccc(OCCN4CCOCC4)c3)cc2n1 | -0.5
CCOC(=O)C(Cc1ccc(O)cc1)NC(=O)c1cc2c(cn1)[nH]c1ccccc12 (stereo unspecified) | 2.8
CCN=C1NC(c2ccccc2C(F)(F)F)C(C(=O)OC)=C(C)N1C (stereo unspecified) | 2.2
C[C@@H]1COc2cccc(N3CCCCC3)c2S(=O)(=O)N1 | 0.4
Cc1cccc(C(O)c2ncc(-c3ccccc3)[nH]2)c1C (stereo unspecified) | 2.6
Cc1cccnc1C(NC(=O)C1CCN(CCOc2ccc(F)cc2)CC1)c1ccc(Cl)cc1 (stereo unspecified) | 2.0
OC[C@@H]1CN(CCN2CCOCC2)C[C@H](n2cnc3c(NCc4ccc(F)cc4)ncnc32)O1 | 4.4
Cc1cc2nc(NC(=O)C3(C)CCN(C)C3)[nH]c2cc1C (stereo unspecified) | 1.7
COc1cc(C(O)c2nc(-c3cccc(C(C)C)c3)cs2)ccc1F (stereo unspecified) | 1.2
Cc1ccc(-c2nc3c(Cl)cc(C(F)(F)F)cn3c2Cc2ccccc2)cc1 | 3.0
COc1ccc(C=C2CCc3ccccc3C2=O)cc1 | 1.6
CN(C)CCN1CCN(C2CN(C3CCCCC3)S(=O)(=O)C2)CC1 (stereo unspecified) | 1.6
CCC(C)[C@H]1CNC(=O)C(=O)N1CCc1cccc2ccccc12 (stereo partly specified) | 0.2
CC1(Cc2ccccc2C#N)C(=O)Nc2cc(-c3ccccc3Cl)ccc21 (stereo unspecified) | 2.1
O=C(c1cnc(Cc2c[nH]c3ccccc23)c(I)c1)N1CCCCC1 | 1.0
Cc1[nH]nc2c1C(c1ccc3c(c1)OCO3)N(Cc1ccccc1)C2=O (stereo unspecified) | 3.2
Nc1ccn([C@@H]2O[C@H](C(=O)NCCCN3CCCC3=O)[C@@H](O)[C@H]2O)c(=O)n1 | 2.0
Cc1ccc(S(=O)(=O)NCc2ccccc2Br)cc1 | 1.9
O=C(Nc1ccc(OCc2ccccc2)cc1)Nc1nnc([C@H]2C[C@H](O)[C@@H](CO)O2)s1 | 1.8
O=C(NCc1cccnc1)c1ccc(-c2ccc(F)c(F)c2)c2ccoc12 | 0.8
O=C1CC(c2ccccc2)CC2=C1C1(CCCC1)N=C(Nc1nc3ccccc3o1)N2 (stereo unspecified) | -2.6
COC(=O)C[C@H]1C=C[C@@H](NC(=O)C2CC2)[C@@H](CO)O1 | -2.5
C=CS(=O)(=O)N(C(=C)C(=O)OC)S(C)(=O)=O | -0.1
COc1ccccc1N(C)c1cc2c(c3c1ccn3C)C1CCC2O1 (stereo unspecified) | 3.1
C[C@@H]1CN([C@@H](C)CO)C(=O)CCCn2cc(nn2)CO[C@H]1CN(C)C(=O)Cc1ccccc1 | 2.9

Individual results from the list.
COc1ccccc1N(C)c1cc2c(c3c1ccn3C)C1CCC2O1 (stereo unspecified) in phage Ecoli inh: 3.1
C[C@@H]1CN([C@@H](C)CO)C(=O)CCCn2cc(nn2)CO[C@H]1CN(C)C(=O)Cc1ccccc1 in phage Ecoli inh: 2.9

(list continues)
SMILES | phage Ecoli inh
CNC[C@@H]1OCc2ccccc2-c2c(n(C)c3ccccc23)C(=O)N([C@@H](C)CO)C[C@@H]1C | 0.3
Cc1cc2c(cc1C)-n1nnnc1C(N1CCCNCC1)C(=O)N2 (stereo unspecified) | 3.4
CC12CCC3C(CCC4CC(O)CCC43C)C1CC(=O)C2 (stereo unspecified) | 0.2
COc1cc(OC)cc(-c2noc([C@@H]3O[C@H](CO)[C@@H](O)[C@H]3O)n2)c1 | 3.9
C#Cc1ccc(NC(=O)C2(C)CCN2C(=O)Cc2ccc(C(C)C)cc2)cc1 (stereo unspecified) | 2.2
CCOC(=O)C1=CCN(S(=O)(=O)c2cccc(Cl)c2)C1c1ccc(Cl)c(Cl)c1 (stereo unspecified) | 3.2
Cc1ccc2c(CN(Cc3ccccc3)Cc3ccccc3)cc(=O)oc2c1 | 0.8
COc1cc(F)ccc1-c1csc(C(O)c2ccc(F)c(F)c2)n1 (stereo unspecified) | 1.7
CN(Cc1ccccc1)C(=O)c1csc([C@@H]2C[C@H](O)[C@@H](CO)O2)n1 | 2.8
CCNC(=O)C1(C)CCCN(Cc2cc(-c3ccccc3)n(C)n2)C1 (stereo unspecified) | 2.7

6 of these compounds, reformatted:
canonical_smiles	phage Ecoli inh
Cc1cccc(C)c1C(O)c1ncc(-c2cccc3ccccc23)[nH]1 (stereo unspecified)	1.6
Cc1cc2c(cc1C)-n1nnnc1C(N1CCCNCC1)C(=O)N2 (stereo unspecified)	3.4
C[C@@H]1COc2cccc(N3CCCCC3)c2S(=O)(=O)N1	0.4
CCCCCc1c(-c2ccc(OC)c(OC)c2)ncn1CCc1ccccc1OC	-1.9
CC(=O)OCC(C)n1c(=O)c2ccccc2n1C(C)=O (stereo unspecified)	3.1
Fc1ccc(Nc2nc(NCc3ccccc3)nc3ccsc23)cc1	1.3

Sorted by the number under phage Ecoli inh (ascending): four of the compounds above
SMILES | phage Ecoli inh
CC12CCC3C(CCC4CC(O)CCC43C)C1CC(=O)C2 (stereo unspecified) | 0.2
Cc1ccc2c(CN(Cc3ccccc3)Cc3ccccc3)cc(=O)oc2c1 | 0.8
C#Cc1ccc(NC(=O)C2(C)CCN2C(=O)Cc2ccc(C(C)C)cc2)cc1 (stereo unspecified) | 2.2
Cc1cc2c(cc1C)-n1nnnc1C(N1CCCNCC1)C(=O)N2 (stereo unspecified) | 3.4

New compounds follow:
SMILES | phage Ecoli inh
COc1ccc(-c2c(-c3ccsc3)oc3c2C(O)CCC3)cn1 (stereo unspecified) | -0.2
COC(=O)C[C@@H]1OC[C@H](C)N1S(=O)(=O)c1ccc(C)cc1 | 2.6
NC(=O)C1CCCN(C(=O)c2[nH]c(C(F)(F)F)nc2-c2ccccc2)C1 (stereo unspecified) | 0.6
Cc1ccc2cccc(OC(=O)c3c(F)cccc3Cl)c2n1 | -2.0
CC(=O)NCCNc1nc(NCC2CC2)nc2cc(-c3ccccc3)sc12 | 2.9
CN(C)CCCCCCN(C)C | i
C#CCNC(=O)C[C@@H]1C[C@@]2(C(=O)OC)CC(C)(C)CC=C2N(CCCCCCCC)C1=O | 2.2
O=S1(=O)C[C@@H](N2CCCC2)[C@H](COCc2ccccc2)N1 | 1.4
COC(=O)[C@@]1(Cc2ccc(F)cc2)[C@H]2c3cc(C(=O)N(C)C)n(Cc4cc(C)n(C)n4)c3C[C@H]2CN1C(=O)c1ccccc1 | -0.4
COC(=O)[C@]12C[C@H](CC(=O)NCc3ccc(C)o3)C(=O)N(CCC3=CCCCC3)C1=C[C@H](COCc1ccccc1)O[C@@H]2C | 3.6
CCOC(=O)[C@]12CCC=C1N(Cc1ccc3c(c1)OCO3)C(=O)[C@H](CC(=O)NCCCN1CCCC1=O)C2 | 0.9
Nc1ncnc2c1ncn2[C@@H]1O[C@H](CNC(=O)OC[C@@H](N)Cc2ccccc2)[C@@H](O)[C@H]1O | 1.3
OCc1cccc(-c2csc(C(O)(c3ccccc3)C(F)(F)F)n2)c1 (stereo unspecified) | 3.6
Cn1c(=O)c2cc(NC(=O)NCc3ccc(Cl)cc3Cl)ccc2n1Cc1ccc(F)cc1 | 1.9
O=C1NC(=O)C2C3C=CC(C12)C1C(=O)NC(=O)C31 (stereo unspecified) | 1.6
CC1C(=O)N(Cc2cn(Cc3ccco3)nn2)CCS(=O)(=O)N1Cc1ccc(-c2ccccc2Cl)cc1 (stereo unspecified) | 1.3
CCCCC[C@@H](C)N1C[C@H](COCc2ccccc2)Oc2cc(N3CCC[C@@H]3COC)ccc2S1(=O)=O | 2.6
COC(=O)C[C@H]1C=C[C@@H](NC(=O)NC2CCCCC2)[C@@H](CO)O1 | 3.0
CN(C)c1cccc(-c2cc(Nc3ccc(C(C)(C)C)cc3)ncn2)c1 | 5.4
COc1ccccc1Cc1c(-c2ccco2)nc2ccc(C)cn12 | 0.7

An excerpt (hit frequency here may not be typical).
